# FadD28 FP inh – M. tuberculosis FadD28 bisubstrate binding inhibition; FadD28 bisubstrate probe binding, fluorescence polarization; inhibition, % at 12.5 µM; 360,000 tested, 0.22% active; AID 588549; in the data active = inhibition above about 8.5%, passing the limit was not always enough; inconclusive = no clear call, values can overlap the other calls
# Anthrax LF prot – inhibitors of Bacillus anthracis lethal factor protease; inhibition, % at 10 µM; multiplex microsphere protease cleavage assay, LF; P15917; 360,000 tested, 0.12% active; also: plate controls were buffer without enzyme for full effect and enzyme alone for no effect
# TcdB GH inh – TcdB glycohydrolase inhibition; AID 652162; P18177; TcdB glycohydrolase enzymatic assay, plate reader; inhibition, % at 9.99 µM; 350,000 tested, 0.24% active; in the data active = inhibition above about 10%
# PrPC TRFRET – cell surface PrPC inhibition, primary TR-FRET screen; AID 720596; inhibition, % at 13.8 µM; P04156; TR-FRET read-out; 370,000 tested, 0.43% active; in the data active = inhibition above about 24%; also: 0% = median of the test wells and 100% = reference compound wells
# PfHsp40 yeast – restores yeast growth despite PfHsp40 toxicity; AID 504582; growth rescue, % at 12.5 µM; 340,000 tested, 0.68% active; S. cerevisiae expressing PfHsp40, growth rescue, ATP luminescence; in the data active = growth rescue above about 28%, passing the limit was not always enough; inconclusive = no clear call, values can overlap the other calls;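 also: yeast W303a lacking pdr1 and pdr3 grown in galactose medium; growth measured after three days at 30 °C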
# BoNT A protease – BoNT A light chain protease inhibition; multiplex microsphere protease substrate cleavage, flow cytometry; inhibition, % at 10 µM; 360,000 tested, 0.17% active; also: plate controls were buffer without enzyme for full effect and enzyme alone for no effect
# BoNT F protease – blocks Botulinum neurotoxin F light chain protease. Multiplex microsphere protease cleavage assay, flow cytometry. inhibition, % at 10 µM. 360,000 tested, 0.22% active. AID 588497; in the data active = inhibition above about 35%, passing the limit was not always enough; inconclusive = no clear call, values can overlap the other calls; also: plate controls were buffer without enzyme for full effect and enzyme alone for no effect
# CCHFV vOTU inh – CCHFV vOTU protease inhibition. Pep-AMC fluorescence. inhibition, % at 11.5 µM. 370,000 tested, 0.55% active; in the data active = inhibition above about 30%; also: 0% = vehicle wells with enzyme and 100% = no enzyme wells
# Y pestis TopoI – inhibitors of Yersinia pestis topoisomerase I; Y. pestis Topo-I cleavage product accumulation, plate reader; activity, % at 10 µM; 360,000 tested, 0.064% active; AID 504884; in the data active = activity above about 50%, passing the limit was not always enough; inconclusive = no clear call, values can overlap the other calls; also: inactives centre near 2
# An asterisk follows results filed as active; ? = inconclusive; · = not tested or not shown. Rule as the data show it, unless noted: active = inhibition above about 30%; inconclusive = no clear call, values can overlap the other calls; inactive = below that.
SMILES,FadD28 FP inh,Anthrax LF prot,TcdB GH inh,PrPC TRFRET,PfHsp40 yeast,BoNT A protease,BoNT F protease,CCHFV vOTU inh,Y pestis TopoI
CCc1ccccc1NC(=O)N1C2CCCC1CC(NC(C)=O)C2 (stereo not given),0.8,4,·,-4,0.2,1.9,-1,-3,-5
CCN(CCn1cccn1)C(=O)C1CCC(=O)N(CC2CCCCC2)C1 (stereo not given),-5.8,0,1.9,-2,-0.1,-0.2,-3,-4,-2
Cc1nc2ccc(NC(=O)CCS(=O)(=O)c3ccccc3)cc2s1,-4.0,1,0.8,-3,-1.1,1.4,-5,-16,-3
CC(=O)C(=Cc1ccc(C(=O)O)cc1)C(C)=O,0.4,-2,1.9,-4,-1.1,-0.4,-5,9,2
CC(C)Cc1csc(NC(=O)C(C)C)c1C(=O)O,-3.2,-2,4.9,3,1.8,-1.0,-3,-6,0
COc1ccc(-c2ccc(C(=O)Nc3ccccc3)c3occc23)c(C)c1,-3.5,-6,0.9,-2,·,-0.5,-5,0,26
Oc1ccc(C(=S)N2CCCCCC2)cc1,-0.6,·,·,5,3.6,·,·,5,9
CC(=O)N1CCc2c(sc(NC(=O)CS(=O)(=O)c3ccc(F)cc3)c2C(N)=O)C1,-4.7,-1,1.7,3,-1.9,-2.5,-9,14,10
CCCN(CCC)S(=O)(=O)c1cccc(C(=O)N=c2sccn2C)c1,-1.0,-4,0.7,4,-0.8,1.3,2,5,28
Cc1nc2c(C)cccn2c1/C(O)=C1\C(=O)C(=O)N(CCN(C)C)C1c1ccncc1 (stereo not given),-0.6,-4,-0.3,0,-0.6,0.6,8,13,4
CCOC(=O)C1CCCN(S(=O)(=O)c2ccc(-c3cc(C)no3)s2)C1 (stereo not given),-1.0,-3,2.0,-9,-0.2,0.3,1,9,27
CCC(C)[C@H](NC(=O)c1cn(CC)c2cc3c(cc2c1=O)OCO3)C(=O)NCCCn1ccnc1 (stereo not given in full),-0.8,2,0.0,0,0.0,-0.3,1,-2,-1
COc1ccc(-c2cnn3c4c(c(C)nc23)CCN4C(C)C)cc1OC,-3.3,-8,·,-1,0.1,0.3,-5,4,3
COc1cc(OC)cc(C(=O)Nc2nnc(NC(=S)Nc3ccccc3)s2)c1,-0.1,-1,·,·,0.6,-0.7,-2,·,-2
CSCc1ccc(C(=O)NC2CC(C)(C)Cc3c2cnn3-c2ccc(F)cc2)o1 (stereo not given),-2.0,-3,0.5,2,0.6,0.2,1,19,3
C/C(=N\NC(=O)c1c[nH]c2ccccc12)c1ccc(C)s1,-1.6,-1,0.0,5,0.2,-0.1,-7,9,-7
CCOc1cc(CNc2ccc(N3CCN(C(C)=O)CC3)cc2)cc(Br)c1OC,0.5,-4,·,-5,0.0,-0.7,-8,11,37
C[n+]1c2n(c3ccccc31)N=C(c1ccc(Cl)cc1)CS2,-2.0,-3,·,-10,0.2,-0.2,1,-5,7
CC1CC2(CC(C)(C(=O)CSc3n[nH]c(-c4ccccc4Cl)n3)OC2=O)C(=O)O1 (stereo not given),-1.8,-1,·,-1,-0.1,1.8,-2,7,-4
CC(C)[C@H](NC(=O)N1CCn2c1nc1ccccc12)C(=O)N[C@@H](Cc1ccccc1)C(=O)O,-1.6,6,0.4,3,0.5,0.5,1,0,3
O=C(CC12CC3CC(CC(C3)C1)C2)N1CCCC1,-1.7,-2,-0.2,6,-0.8,-1.0,-15,-6,4
O=C(O)CCn1c(SCCOc2ccccc2F)nc2ccccc21,-1.7,0,0.9,7,0.2,1.8,?,4,2
CCc1ccc(-c2cc(C(F)(F)F)n3nc(C(=O)Nc4c(C)nn(Cc5ccccc5Cl)c4C)cc3n2)s1,-0.4,29,0.9,0,1.2,?,17,-2,2
CCOc1ccc(NC(=O)CN2CCN(S(=O)(=O)c3ccc(Cl)cc3)CC2)cc1,-5.0,-1,·,10,0.1,0.0,2,0,18
COc1ccc(NC(=S)NCCSc2ccc(Cl)cc2)c(OC)c1,-4.3,-5,·,10,17,1.1,16,11,19
COc1ccc(-c2cc3c(c4c2ccn4C)C2CCC3O2)cn1 (stereo not given),1.9,-11,2.6,4,·,0.5,0,4,·
C=CCN(CC=C)C(=O)c1ccc(OC2CCN(C(C)=O)CC2)c(OC)c1,-1.2,2,-0.3,6,1.8,-1.3,2,13,0
Cc1ccc(NC(=O)C2CCCN2C(=O)OCc2ccccc2)cc1C (stereo not given),-0.6,1,-0.6,-2,-0.5,1.2,8,-3,-3
CC(=O)c1cccc(NC(=O)CSC(=O)c2ccccc2)c1,-4.6,-3,0.4,10,1.1,2.0,3,29,0
CCOC(=O)CN1CC(C)(C)N(CC(=O)OCC)CC1(C)C,-3.5,-5,0.1,-1,0.6,-0.4,-11,-12,-3
CN(CC(=O)N1CCN(C2CCCCC2)CC1)S(=O)(=O)c1cccc2nsnc12,0.5,2,-1.0,-22,0.8,2.0,4,-9,12
Cc1cc(NS(=O)(=O)c2ccc(NC(=O)COc3ccccc3C(C)C)cc2)no1,-4.4,-13,-0.9,7,0.1,-0.1,-10,20,10
CC(C)(C)c1ccc(/C=C(\c2nc3ccccc3[nH]2)S(=O)(=O)c2ccccc2)cc1,-7.4,3,·,·,4.2,-0.2,-2,·,9
CC(C(=O)N=Nc1c(O)[nH]c2ccccc12)n1cnc2ccccc2c1=O (stereo not given),-4.5,-1,·,-23,-1.0,0.9,4,1,2
CCCN(CCC)CCNC(=O)C1CCN(Cc2nc(-c3ccc(Cl)cc3)oc2C)CC1,-0.7,1,·,-17,-1.1,1.2,2,-4,12
O=C(NC(Cc1cnc[nH]1)C(=O)O)c1ccccc1 (stereo not given),-0.8,0,0.1,-4,0.5,-0.5,-2,-2,-8
Clc1cccc(OCCCCN2CCCCC2)c1,-2.0,·,1.0,5,0.4,·,·,-11,-4
CC(C)(C)C(=O)Cn1c(=N)n(Cc2ccccc2Cl)c2ccccc21,-4.0,-4,·,8,-0.6,-1.5,-20,1,6
Cc1ccc(N2C(=O)N3[C@@H]4c5ccccc5OC[C@@H]4[C@@H](c4ccccc4)[C@@]3(C)C2=O)cc1,-5.7,5,-0.2,-1,-0.5,-0.5,-9,6,3
NC(=O)c1c(NC(=O)CCCn2cnc([N+](=O)[O-])n2)sc2c1CCCC2,2.3,-1,1.5,-11,0.7,-1.0,-2,2,1
O=C(O)c1ccc2c(c1)C(=O)N(c1ccc(Cl)cn1)C2=O,-1.2,-13,-1.2,9,-0.1,-1.5,-5,-1,-1
N#CCCn1nnc2ccccc21,0.2,8,·,3,0.2,0.4,-8,14,3
Cc1ccc2c(c1C)-c1c(ccc(C)c1C)C(=O)C2=O,-1.9,6,1.2,2,171*,3.6,0,75*,6
CCCN1CCC2(CC1)C(C#N)=C(N)Oc1c2sc2nc(C)cc(C)c12,-4.4,-2,·,-14,4.4,0.7,13,0,7
Cn1c(CC(=O)Nc2ccc(F)cc2)nnc1SCC(=O)Nc1nncs1,-0.7,0,-0.5,4,0.8,-1.0,13,-13,1
CN1CCN(C(=O)/C(=C/c2cccc([N+](=O)[O-])c2)NC(=O)c2ccccc2)CC1,-1.0,7,0.2,-21,-0.2,1.5,6,1,2
COC(=O)C1=C(C(=O)OC)C(c2ccc(OC)c(OC)c2)c2sc(=O)[nH]c2S1 (stereo not given),-1.1,2,0.3,-14,0.2,2.1,1,6,-1
COc1ccc2oc(C(=O)OCC(=O)NCc3ccc(OC)c(OC)c3)c(C)c2c1,-0.9,0,-0.1,9,-0.2,0.5,-1,10,6

# Part of the list above in order of molar mass, largest number first:
SMILES,FadD28 FP inh,Anthrax LF prot,TcdB GH inh,PrPC TRFRET,PfHsp40 yeast,BoNT A protease,BoNT F protease,CCHFV vOTU inh,Y pestis TopoI
COC(=O)C1=C(C(=O)OC)C(c2ccc(OC)c(OC)c2)c2sc(=O)[nH]c2S1 (stereo not given),-1.1,2,0.3,-14,0.2,2.1,1,6,-1
CN1CCN(C(=O)/C(=C/c2cccc([N+](=O)[O-])c2)NC(=O)c2ccccc2)CC1,-1.0,7,0.2,-21,-0.2,1.5,6,1,2
O=C(O)c1ccc2c(c1)C(=O)N(c1ccc(Cl)cn1)C2=O,-1.2,-13,-1.2,9,-0.1,-1.5,-5,-1,-1

# Single records, as listed above. Screens in order: FadD28 FP inh | Anthrax LF prot | TcdB GH inh | PrPC TRFRET | PfHsp40 yeast | BoNT A protease | BoNT F protease | CCHFV vOTU inh | Y pestis TopoI
# Profile of Clc1cccc(OCCCCN2CCCCC2)c1 = -2.0 | · | 1.0 | 5 | 0.4 | · | · | -11 | -4
# Profile of N#CCCn1nnc2ccccc21 = 0.2 | 8 | · | 3 | 0.2 | 0.4 | -8 | 14 | 3
# Profile of CN1CCN(C(=O)/C(=C/c2cccc([N+](=O)[O-])c2)NC(=O)c2ccccc2)CC1 = -1.0 | 7 | 0.2 | -21 | -0.2 | 1.5 | 6 | 1 | 2
# Profile of O=C(O)c1ccc2c(c1)C(=O)N(c1ccc(Cl)cn1)C2=O = -1.2 | -13 | -1.2 | 9 | -0.1 | -1.5 | -5 | -1 | -1
# Profile of CCCN1CCC2(CC1)C(C#N)=C(N)Oc1c2sc2nc(C)cc(C)c12 = -4.4 | -2 | · | -14 | 4.4 | 0.7 | 13 | 0 | 7

# (next part)
SMILES,FadD28 FP inh,Anthrax LF prot,TcdB GH inh,PrPC TRFRET,PfHsp40 yeast,BoNT A protease,BoNT F protease,CCHFV vOTU inh,Y pestis TopoI
O=C(C1CCN(S(=O)(=O)c2cccc3cccnc23)CC1)N1CCN(c2ccccc2)CC1,0.1,-2,-0.9,2,-1.0,0.4,-3,10,27
CCCCNC(=O)N1CCN(C/C=C/c2ccccc2)CC1,-3.2,-1,0.6,6,-0.8,-0.8,-5,-3,-3
O=C(COC(=O)c1ccc(Br)o1)NC1CCCCC1,-0.4,4,1.7,-3,-0.5,-0.5,6,-6,9
CCOC(=O)N1CCC(=NNC(N)=O)CC1,-1.1,0,-0.9,-2,-1.7,-0.6,-7,10,1
CCOc1ccc(S(=O)(=O)N2CCN(C(=S)NCc3ccco3)CC2)cc1,-4.1,-2,·,0,0.2,-0.6,-1,-1,11
Cc1ccc2c(c1)cc(C(=O)N[C@@H](Cc1ccccc1)C(=O)O)n2C,-1.1,8,0.0,5,0.1,2.8,24,-5,-9
COc1ccc(-n2nnnc2CNC(=O)c2ccc(S(=O)(=O)N3CCOCC3)cc2)cc1,-3.4,-3,1.8,-2,-0.8,-10,-12,-8,-1
Oc1ccc(-c2nncn2-c2ccccc2)cc1,-1.1,1,0.4,-4,-0.5,-1.0,0,-3,3
CC(=O)N1CCCC(C(=O)c2ccc3c4c(cccc24)CC3)C1 (stereo not given),-4.5,2,·,-8,-1.0,2.3,5,-31,15
CCOCCCNc1nc2c(-c3ccccc3)nnn2c2ccccc12,0.0,7,0.7,4,1.1,-0.4,3,-1,1
O=C(COC(=O)c1c(F)cccc1F)NCCNC(=O)COC(=O)c1c(F)cccc1F,-3.0,2,-0.3,2,-0.2,-0.3,-4,-13,2
CCc1ccccc1NC(=O)COC(=O)c1c(C)nsc1NC,·,-8,2.3,4,-0.1,-1.2,-7,0,-4
CC(=O)Nc1ccc(NC(=O)C2(C)Cc3c(-c4cccc(C(F)(F)F)c4)ccnc3O2)cc1 (stereo not given),-2.5,-6,-2.1,5,·,-0.2,2,2,12
O=C(CN1CC[n+]2c(-c3ccccc3)csc21)c1ccc(Br)cc1,-2.3,-11,-0.2,4,·,1.0,-4,-2,0
COc1ccc(C(C2C(=O)CC(C)(C)CC2=O)C2C(=O)CC(C)(C)CC2=O)cc1,-2.9,-13,0.6,3,-1.0,0.2,-11,-10,5
CCn1c(SCC(=O)N2CCN(c3ccccc3)CC2)nc2c([nH]c3ccccc32)c1=O,-2.8,2,0.3,-1,-1.3,-2.9,6,2,4
Cc1cccc(-n2ncc3c2CCCC3NC(=O)c2ccncc2)c1C (stereo not given),1.1,4,1.9,15,·,0.5,5,-4,0
Cc1ccc(NC(=O)C2=COCCO2)cc1S(=O)(=O)N1CCOCC1,-3.8,3,1.4,4,-0.6,0.0,1,4,0
COc1cccc(/C=N/NC(=O)c2csc(-n3nc(C)cc3C(F)(F)F)n2)c1,-0.5,8,·,-1,0.4,3.7,5,4,33
COCCN1C(=O)c2ccc(C(=O)NCc3ccco3)cc2C1=O,-1.0,0,1.2,-8,-2.0,6.1,13,-2,8
N#Cc1cccc(NC(=O)CSc2nnc(C3CC3)n2C2CC2)c1,·,3,0.2,1,0.7,-2.0,3,6,6
